# BAZ2B inh – BAZ2B (human) inhibition; Q9UIF8; AlphaScreen BAZ2B-H3K14Ac peptide displacement; actives 4.4% (n = 360,000); AID 504333; Potency, µM (titrated, usually from 114 µM), inactives show at the highest dose activity change, negative = inhibition, most hits filed as inhibitors; also: potency is read from the fitted curve at half-maximal effect; % is scaled to controls: 0 for no effect and ±100 for the full control effect; nearly all actives have a fitted effect of over 60% in size
#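 Complex of BAZ2B and biotin-H3K14Ac (50 nM apiece) forms over 30 min at RT, then faces library compounds up to 110 uM for another 30 min; AlphaScreen beads added, 20 min dark incubation, luminescence read.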
# PI4K2A inh – blocks human PI4K2A kinase activity | Q9BTU6 | purified PI4K2A, ADP-Glo luminescence, 1 h; hits give low values | activity change, negative = inhibition, % at 76.9 µM | actives 0.13% (n = 420,000) | AID 1346378; in the data active = activity change below about -50%; inconclusive = mostly about -30% to -49%;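 also: -100% = wells without enzyme as full effect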
#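 ADP-Glo luminescence measured ADP generated by PI4K2A enzyme (4 ug/mL before mixing) with 1.2 mM PI substrate (pre-mix) and 300 microM ATP (pre-mix). Tris pH7.5 buffer with MgCl2, Triton X-100; 1 h reaction at ambient temperature.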
# JMJD2A Tudor – inhibitors of human JMJD2A Tudor domain. AlphaScreen JMJD2A-Tudor / H3K4me3 peptide binding. Potency, µM (series often up to 114 µM), for the others: top-dose activity change, negative = inhibition, actives largely listed as inhibitors. AID 504339. O75164. actives 4.4% (n = 390,000); also: potency is read from the fitted curve at half-maximal effect; % is scaled to controls: 0 for no effect and ±100 for the full control effect; nearly all actives have a fitted effect of over 50% in size
# PGK inhibitor – blocks T. brucei phosphoglycerate kinase. P07378. Potency, µM (highest dose often 57.5 µM), inactives show at the highest dose activity change, negative = inhibition, actives largely listed as inhibitors. PGK/GAPDH coupled, Kinase-Glo luminescence, 60 min. actives 0.043% (n = 380,000); also: potency is read from the fitted curve at half-maximal effect; % is scaled to controls: 0 for no effect and ±100 for the full control effect; nearly all actives have a fitted effect of over 60% in size
#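 Luminescent ATP detection (Kinase-Glo Plus) follows a 60-minute room-temperature incubation, with wells lacking PGK as controls. Buffer: 100 mM TEA (pH 7.6), 5 mM MgCl2, 0.01% Tween-20. Coupling enzyme GAPDH (100 nM final) supplies unstable 1,3-BPG in-well.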
# Pin1 inh – human Pin1 inhibition | Pin1 FP peptide displacement, HiFluor488, 10 min | Potency, µM (top dose mostly 115 µM), inactives show at the top dose activity, negative = inhibition, hits mostly inhibitors | actives 0.009% (n = 390,000) | AID 504891; active = well fitted inhibition curve with a large enough effect in the polarisation, with a control signal flat, not every such curve was filed as active; inconclusive = small, poorly fitted or top-dose-only effect, or effect the other way, or a change in a side signal; inactive = no such curve, though single readings can be large or run the other way; the % refers to the polarisation; also: potency is read from the fitted curve at half-maximal effect; % is scaled to controls: 0 for no effect and ±100 for the full control effect
# Target sequence (Q13526 whole entry, looked up): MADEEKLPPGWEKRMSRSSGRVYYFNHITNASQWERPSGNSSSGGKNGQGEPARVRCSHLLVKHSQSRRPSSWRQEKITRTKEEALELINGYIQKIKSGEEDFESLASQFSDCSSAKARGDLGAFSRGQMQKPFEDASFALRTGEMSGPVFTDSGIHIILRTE
# GLS inh – blocks human kidney-isoform glutaminase activity. AID 624170. GLS enzymatic activity, qHTS titration. O94925. Potency, µM (series often up to 45.5 µM), for inactives: at the highest dose activity change, negative = inhibition, usual class: inhibitors. actives 0.21% (n = 410,000); also: potency is read from the fitted curve at half-maximal effect; % is scaled to controls: 0 for no effect and ±100 for the full control effect
# Target sequence (O94925 whole entry, looked up, canonical isoform): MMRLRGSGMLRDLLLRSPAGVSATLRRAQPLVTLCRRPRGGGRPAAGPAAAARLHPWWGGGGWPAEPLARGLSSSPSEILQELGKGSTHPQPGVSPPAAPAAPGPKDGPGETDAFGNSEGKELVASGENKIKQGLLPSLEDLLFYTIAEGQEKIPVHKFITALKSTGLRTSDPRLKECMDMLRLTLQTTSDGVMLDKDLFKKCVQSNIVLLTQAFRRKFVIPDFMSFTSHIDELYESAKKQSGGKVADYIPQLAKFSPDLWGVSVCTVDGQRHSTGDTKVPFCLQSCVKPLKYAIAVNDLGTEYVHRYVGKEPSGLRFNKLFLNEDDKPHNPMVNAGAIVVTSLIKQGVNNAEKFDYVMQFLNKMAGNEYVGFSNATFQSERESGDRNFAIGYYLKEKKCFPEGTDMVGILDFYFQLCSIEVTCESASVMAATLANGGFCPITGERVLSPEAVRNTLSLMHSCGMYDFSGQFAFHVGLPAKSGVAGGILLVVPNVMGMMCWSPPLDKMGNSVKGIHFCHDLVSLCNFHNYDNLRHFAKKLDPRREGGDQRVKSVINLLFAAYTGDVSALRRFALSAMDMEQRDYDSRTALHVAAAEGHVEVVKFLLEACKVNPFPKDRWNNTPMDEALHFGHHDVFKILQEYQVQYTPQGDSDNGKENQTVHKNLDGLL
#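 Coupled fluorescence readout: glutamate oxidase/HRP/Amplex Red detect glutamate formed by hKGA from L-glutamine (1 mM solution added). Buffer 45 mM KH2PO4 pH 8.2, 0.02% Tween-20; reads at t0 and 30 min RT.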
# HP1b binding inh – inhibitors of HP1-beta chromodomain binding to methylated histone tails. AlphaScreen HP1-beta / biotin-H3K9me3 peptide binding. actives 0.56% (n = 390,000). Potency, µM (highest dose often 114 µM), for inactives: top-dose activity change, negative = inhibition, actives largely listed as inhibitors. P83916; also: potency is read from the fitted curve at half-maximal effect; nearly all actives have a fitted effect of over 70% in size; inactives centre near 23
# Target sequence (P83916 whole entry, looked up): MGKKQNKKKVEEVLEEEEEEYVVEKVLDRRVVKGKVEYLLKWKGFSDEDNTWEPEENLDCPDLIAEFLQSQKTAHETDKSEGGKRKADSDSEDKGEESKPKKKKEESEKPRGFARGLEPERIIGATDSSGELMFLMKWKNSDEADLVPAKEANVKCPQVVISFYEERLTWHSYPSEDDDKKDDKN
#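 HP1-beta protein (50 nM final) preincubated 30 min at room temperature with biotinylated H3(1-18)K9me3 peptide (50 nM) in PBS pH 7.4, 0.01% Tween-20, then compound added for 30 min. AlphaScreen streptavidin donor/nickel chelate acceptor beads (10 ug/mL final), 30 min dark, luminescence read.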
# ERG Ets-DNA blk – inhibitors of human ERG Ets domain-DNA interaction. P11308. fluorescence polarization, His-ERG Ets domain / labelled DNA. Potency, µM (highest dose often 76.9 µM), without a hit: at the highest dose FP activity, negative = inhibition, usual class: inhibitors. actives 0.028% (n = 370,000); active = well fitted inhibition curve with a large enough effect in the polarisation, with a control signal flat; inconclusive = small, poorly fitted or top-dose-only effect, or effect the other way, or a change in a side signal; inactive = no such curve, though single readings can be large or run the other way; the % refers to the polarisation;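 also: polarization taken with two DNA probes labelled with fluorescein and Texas red; potency is read from the fitted curve at half-maximal effect; % of control where 0% means no effect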
#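 His-tagged ERG Ets domain (1 uM in the protein solution; 300mM KCl, 50mM Tris-HCl, 1mM EDTA, 1mM DTT, pH 7.5) received compound, then a probe mix of 5 nM fluorescein-DNA and 100nM Texas-615-DNA. Fluorescence polarization was read for both dyes.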
# G9a inh – G9a (human) methyltransferase inhibition | Q96KQ7 | G9a H3K9 monomethylation, AlphaScreen, 2 h | Potency, µM (doses to about 102 µM), for inactives: at the top dose activity, negative = inhibition, most hits filed as inhibitors | actives 8.8% (n = 350,000); also: potency is read from the fitted curve at half-maximal effect; % is scaled to controls: 0 for no effect and ±100 for the full control effect; nearly all actives have a fitted effect of over 75% in size
#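 Readings reflect AlphaScreen signal from monomethyl-H3K9 antibody detection. HMT at 20 nM; substrate b-H3K9 500 nM; cofactor SAM 20 uM; 2 h RT reaction; compounds tested as titrations in qHTS with 15 min preincubation.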
# Numbers without * were called inactive; i = inactive; u = inconclusive; x = not tested or not shown; [ ] = remark or other dose. Unless noted, calls follow the shape of the dose curve; as a rule, active = well fitted curve in the direction sought with a large enough effect; inconclusive = small, poorly fitted or top-dose-only effect, or another doubt; inactive = no such curve, though single readings can be large; an effect the other way counts as inactive or inconclusive. Compounds were not picked by outcome; any-hit rate near 11%.
SMILES,BAZ2B inh,PI4K2A inh,JMJD2A Tudor,PGK inhibitor,Pin1 inh,GLS inh,HP1b binding inh,ERG Ets-DNA blk,G9a inh
CCCN(C(=O)c1coc(=O)c2ccccc12)c1ccccc1C,10%,4,6%,0%,0%,0%,23%,-8%,2%[59 µM]
COc1ccccc1/C=C/C=N/NC(=O)CC1C(=O)NN=C1C (stereo unspecified),5%,1,0%,-4%,-2%,u,19%,-10%,x
Cc1ccc(C2C(C#N)=C(N)Oc3n[nH]c(-c4ccccc4)c32)o1 (stereo unspecified),u,u,16µM*,1%,22%,u,u,9%,22µM*
CC(C)N(Cc1nccn1C)C(=O)CC1C(=O)NCCN1Cc1ccc(F)c(F)c1 (stereo unspecified),-26%,-2,-6%,3%,-1%,-21%,25%,4%,40µM*
CCOc1cc(C(=O)NCC(c2ccc(N(C)C)cc2)N2CCOCC2)cc(OCC)c1OCC (stereo unspecified),-36%,0,-25%,-4%,-11%,30%,8%,4%,-16%[12.7 µM]
CCN1C(=O)N[C@@H](c2cccc(C(F)(F)F)c2)[C@@H](C(=O)OC)[C@H]1C,x,-6,-13%,-4%,-1%,9%,29%,-8%,x
C#CCOCCOCCOCCNc1nc(N2CCOCC2)nc(N2CCN(C(=O)[C@H](Cc3ccc(O)cc3)n3cc(CCO)nn3)CC2)n1,x,-5,-29%,-2%,1%,16%,58%[activator],21%,x
O=C1/C(=C/c2cccnc2)CCC/C1=C\c1cccnc1,-6%,-26,-24%,-6%,-4%,-4%,10%,4%,-28%
Cc1ccccc1CS(=O)(=O)CCC(=O)NCc1ccc(F)cc1Cl,-15%,0,5%,-10%,0%,-4%,55%[activator],9%,71%[activator]
CCOC(=O)C1C(c2ccc(O)cc2)NC(=O)NC1(O)C(F)(F)F (stereo unspecified),-21%,-1,-5%,-3%,-3%,5%,47%[activator],11%,5%
O=[N+]([O-])c1ccc(/C=C/C2=NN(c3ccccc3)C(c3ccco3)C2)cc1 (stereo unspecified),50µM*,11,u,-4%,u,-13%,-20%[57 µM],71%[activator],22µM*
CC(OC(=O)C1CCN(c2ccc(C(F)(F)F)cn2)CC1)C(=O)c1ccccc1 (stereo unspecified),4%,-2,59%[activator],-1%,10%,2%,95%[activator],-13%,35%[59 µM]

# The list goes on; it opens with the 3 that closed the last part.
SMILES,BAZ2B inh,PI4K2A inh,JMJD2A Tudor,PGK inhibitor,Pin1 inh,GLS inh,HP1b binding inh,ERG Ets-DNA blk,G9a inh
CCOC(=O)C1C(c2ccc(O)cc2)NC(=O)NC1(O)C(F)(F)F (stereo unspecified),-21%,-1,-5%,-3%,-3%,5%,47%[activator],11%,5%
O=[N+]([O-])c1ccc(/C=C/C2=NN(c3ccccc3)C(c3ccco3)C2)cc1 (stereo unspecified),50µM*,11,u,-4%,u,-13%,-20%[57 µM],71%[activator],22µM*
CC(OC(=O)C1CCN(c2ccc(C(F)(F)F)cn2)CC1)C(=O)c1ccccc1 (stereo unspecified),4%,-2,59%[activator],-1%,10%,2%,95%[activator],-13%,35%[59 µM]
CN(C)CCCN=Cc1c(O)n(Cc2ccccc2)c(=O)c2ccccc12,-17%,-4,u,-8%,9%,3%,-20%,3%,-63%[59 µM]
CCNC(=S)NCc1ccc(Cl)cc1,x,1,-16%,-4%,0%,-1%,15%,-1%,x
COc1ccc(N(CC(=O)Nc2cc(Cl)ccc2OC)C2=NC3CS(=O)(=O)CC3S2)cc1 (stereo unspecified),10%,2,5%,-1%,0%,-2%,27%,-3%,x
CCCC(=O)Nc1ccc2nn(-c3ccc(OC)cc3)nc2c1,-5%,-4,u,-1%,-2%,-6%,-5%,-2%,0%
CCOC(=O)c1ccc(N2C(=O)c3n[nH]c(-c4ccco4)c3C2c2ccccc2OC)cc1 (stereo unspecified),x,-11,u,-5%,10%,-11%,-19%,-3%,13µM*
O=C(CS(=O)(=O)Cc1ccccc1)Nc1nc2c(s1)CCCC2,-29%,6,-13%[11.4 µM],i,9%,0%,33%[activator],4%,-32%[12.7 µM]
COc1ccc(C(=O)N/N=C\c2coc3ccc(Cl)cc3c2=O)cc1,u,1,-16%,-2%,1%,-4%,41%[activator],6%,27%
Cc1ccc(NC(=O)CN2CCOCC2)cc1C,-4%,-21,-10%,-5%,-2%,-7%,55%[activator],-2%,x
COc1ccc(C(=O)NC(C(=O)N2CCc3ccccc32)C(C)C)cc1 (stereo unspecified),-23%,4,-16%,-11%,-3%,5%,13%,-1%,8%[59 µM]
Cc1ccc(CNC(=O)CCC(=O)N2CC(C)Oc3ccc(Cl)cc32)cc1 (stereo unspecified),1%,5,-6%,0%,5%,-9%,40%[activator],-10%,1%
COc1ccc(CNC(=O)N2CCN(c3cccc(C)c3C)CC2)cc1OC,-23%,3,-4%,i,-1%,0%,29%,11%,12%
Cc1ccc(C(C)C)cc1S(=O)(=O)NCc1ccccn1,6%,3,7%,0%,-12%,2%,21%,-2%,17%
CCOc1ccc2nc(SCC(=O)c3ccccc3)sc2c1,18%,-3,54%[activator],-4%,2%,-5%,56%[activator],x,21%
O=c1n(-c2ccccc2)c(=O)n2n1CC(O)C2,u,0,-13%,0%,4%,7%,53%[activator],12%,21%[59 µM]
COc1ccc2[nH]c3c(N4CCC(O)(c5cccc(C(F)(F)F)c5)CC4)ncnc3c2c1,-31%,0,-31%,-1%,4%,0%,8%,-6%,-46%[59 µM]
O=C(NCCc1cccc(C(F)(F)F)c1)C1CCC(=O)N(CCc2cccc(F)c2)C1 (stereo unspecified),-5%[57.1 µM],9,0%,0%,-7%,3%,23%,1%,45%
Nc1nc2n(n1)C(c1ccco1)CC(c1ccccc1)N2 (stereo unspecified),5%,-2,-15%,1%,2%,37%[activator],19%,7%,18%[59 µM]
COc1ccc(-c2ccc(C3C(C#N)=C(N)Oc4n[nH]c(C)c43)o2)cc1 (stereo unspecified),50µM*,-8,u,-6%,u,6%,-27%,3%,u
N/C(=N\OC(=O)Cc1ccccc1)c1ccncc1,0%,-2,-8%,0%,-1%,-3%,77%[activator],-1%,u
COc1ccc(CC(=O)N/N=C/c2ccc(Cl)s2)cc1OC,-2%,0,-12%,7%,-2%,21%,10%,5%,1%[2.33 µM]
CCCCCCOc1ccc(N2C(=O)CC(NCCc3ccc(S(N)(=O)=O)cc3)C2=O)cc1 (stereo unspecified),-6%,5,-15%,-8%,-4%,-14%,21%,-2%,-2%[2.33 µM]
CNC(=O)CN1C(=O)NC2(CCc3ccccc3C2)C1=O (stereo unspecified),3%,5,-2%,8%,-12%,5%,9%,0%,-2%
CCOc1ccc(CN2CCNC(=O)C2CC(=O)NCc2csc(C(C)C)n2)cc1 (stereo unspecified),-5%,0,-28%,6%,-2%,3%,22%,-1%,x
Cc1cccc(C)c1OCc1cc(C(=O)N2CCN(C3CCCC3)CC2)no1,-23%,5,-18%,2%,-10%,5%,31%,6%,-21%
Cc1ccc(S(=O)(=O)/N=C(/Nc2c(C)n(C)n(-c3ccccc3)c2=O)c2ccccc2)cc1,6%,-5,7%,6%,-7%,-5%,49%[activator],0%,4%[59 µM]
Cc1cc(F)ccc1NC(=O)C1CCCN(S(=O)(=O)c2ccc3c(c2)CCCC(=O)N3)C1 (stereo unspecified),10%[57.1 µM],-6,-17%,-3%,1%,-4%,-5%,6%,-8%[59 µM]
CCOC(=O)c1cc2c(=O)n3cccc(C)c3nc2n(CCOC)c1=NC(C)=O,-18%,0,-23%,2%,1%,0%,15%,0%,u
Cc1cc2[nH]c(=O)c(=O)[nH]c2cc1S(=O)(=O)NC1CCCCC1C (stereo unspecified),-1%,-3,-19%,2%,-12%,6%,36%,-13%,1%
CCN(CC(=O)NCc1ccc(Cl)cc1)C(=O)c1cnc(Cl)c(Cl)c1,8%,2,-11%,4%,-1%,-6%,47%[activator],-6%,39%[activator]
O=C1CCCN1CCCNCCCn1cnc2c(OCc3ccccc3)ncnc21,x,-7,-7%,-9%,2%,-2%,61%[activator],-2%,x
COC(=O)CSc1ncc2c(n1)-c1ccccc1N(Cc1ccc(Cl)cc1)S2(=O)=O,1%,3,-2%,1%,-5%,-5%,41%[activator],-13%,6%[59 µM]

# 3 structures already listed, ordered by length of the SMILES, falling.
SMILES,BAZ2B inh,PI4K2A inh,JMJD2A Tudor,PGK inhibitor,Pin1 inh,GLS inh,HP1b binding inh,ERG Ets-DNA blk,G9a inh
CCOC(=O)c1cc2c(=O)n3cccc(C)c3nc2n(CCOC)c1=NC(C)=O,-18%,0,-23%,2%,1%,0%,15%,0%,u
CCN(CC(=O)NCc1ccc(Cl)cc1)C(=O)c1cnc(Cl)c(Cl)c1,8%,2,-11%,4%,-1%,-6%,47%[activator],-6%,39%[activator]
O=C1CCCN1CCCNCCCn1cnc2c(OCc3ccccc3)ncnc21,x,-7,-7%,-9%,2%,-2%,61%[activator],-2%,x

# Screens from PubChem.
